PTHR1 ag: PTHR1 (human) receptor agonism; Potency, µM (top dose mostly 115 µM), without a hit: at the top dose activation, hits mostly activators; HEK293 GP2 PTHR1 cells, GloSensor cAMP luminescence, 1 h; hit rate 0.075% among 410,000; Q03431; further: potency means the concentration at half of the fitted maximal effect; nearly all actives have a fitted effect of over 55% in size; some results filed as inactive show a strong effect at the top dose; inactives centre near -15; many of its hits are not listed in these tables
Target sequence (Q03431 whole entry, looked up): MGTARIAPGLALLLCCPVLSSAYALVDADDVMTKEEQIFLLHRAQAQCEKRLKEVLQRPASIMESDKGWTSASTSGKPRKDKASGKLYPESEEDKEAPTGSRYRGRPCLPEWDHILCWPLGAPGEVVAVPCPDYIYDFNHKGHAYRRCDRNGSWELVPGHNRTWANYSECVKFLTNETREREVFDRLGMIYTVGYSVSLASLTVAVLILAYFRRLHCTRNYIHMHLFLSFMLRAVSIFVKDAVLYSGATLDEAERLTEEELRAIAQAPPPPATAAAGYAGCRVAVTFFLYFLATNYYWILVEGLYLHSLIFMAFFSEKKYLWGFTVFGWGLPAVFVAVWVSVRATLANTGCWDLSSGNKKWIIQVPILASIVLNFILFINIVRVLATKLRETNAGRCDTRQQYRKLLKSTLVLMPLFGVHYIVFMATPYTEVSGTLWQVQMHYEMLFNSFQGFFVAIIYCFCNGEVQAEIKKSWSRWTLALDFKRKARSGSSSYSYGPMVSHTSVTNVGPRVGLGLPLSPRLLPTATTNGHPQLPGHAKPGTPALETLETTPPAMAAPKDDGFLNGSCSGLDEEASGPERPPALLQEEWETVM
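HEK-293-derived GP2 cells expressing PTHR1 and a GloSensor cAMP reporter, 3,000/well, plated overnight, given luciferin plus IBMX (each 0.5 mM as added) for 1 h at 37 °C, then compound for 1 h at 37 °C. Luminescence was read after 15 min at room temperature.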
aSyn rescue: inhibitors of alpha-synuclein toxicity in yeast; Yeast expressing alpha-synuclein, growth rescue, BacTiter-Glo, 24 h; Potency, µM (top dose mostly 46.1 µM), without a hit: at the highest dose growth rescue (activation), most hits filed as activators; hit rate 0.14% among 370,000; further: potency means the concentration at half of the fitted maximal effect; % of control where 0% means no effect; nearly all actives have a fitted effect of over 65% in size
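Screening used galactose-induced yeast with toxic alpha-synuclein levels, exposed to compound for 24 hr at 30 deg C. Cell growth, read with BacTiter-Glo luminescence, gave the measured signal.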
HEK293 tox: cytotoxicity in counter-screen for GLP-1R inverse agonists. hit rate 0.13% among 410,000. AID 624418. Potency, µM (highest dose often 38.3 µM), without a hit: top-dose activity change, negative = inhibition, usual class: inhibitors. HEK293 cAMP-luciferase reporter cells, luminescence, 24 h;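 further: loss of luciferase light is scored as toxicity; potency means the concentration at half of the fitted maximal effect; on the % scale 0 is the no-effect control and ±100 the full control effect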
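Luminescence readout: signal drop marks cytotoxicity. Plated cells grew 12 h at 37 °C, 5% CO2, received 23 nL compound for 24 h, then got luciferase reagent, read after 12 min at RT.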
D3 ag: activates the human D3 dopamine receptor; D3R DiscoveRx beta-arrestin cells, luminescence, 90 min; max activation, %; hit rate 0.58% among 410,000; AID 652048; in the data active means max activation above about 30%; further: 0% is about no effect; mostly tested at two doses, the higher about 12 µM
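Agonist-mode cell screen: cells plated at 1500/well and incubated overnight at 37 °C, then exposed to library compounds for 90 min at 37 °C. Detection reagent was added for 30–60 min at room temperature, and luminescence was read.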
TDP-43 yeast inh: inhibitors of TDP-43 toxicity in yeast; TDP-43 expressing yeast growth rescue, BacTiter-Glo, 24 h; Potency, µM (highest dose often 46.1 µM), for inactives: at the top dose growth rescue (activation), hits mostly activators; hit rate 1.8% among 410,000; AID 652104; further: potency means the concentration at half of the fitted maximal effect; % of control where 0% means no effect; nearly all actives have a fitted effect of over 50% in size
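Yeast expressing TDP-43 (pregrown in raffinose, seeded at OD600=0.02 in galactose medium) exposed to compounds 24 hr at 30 deg C. Growth read by BacTiter-Glo luminescence; rescue of toxicity appears as increased signal.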
D3 antag: blocks the human D3 dopamine receptor; max response, negative = inhibition, %; hit rate 2.5% among 360,000; P35462; D3R cells, DiscoveRx beta-arrestin luminescence, antagonist mode; stronger effect = lower value; in the data active means max response below about -50%; inconclusive means no clear call, values can overlap the other calls; further: on the % scale 0 is the no-effect control and ±100 the full control effect; mostly tested at two doses, the higher about 12 µM
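Cells plated overnight at 1500 cells/well, then exposed to library compounds with dopamine controls for 90 minutes at 37 degrees C. DiscoveRx reagent added for 30–60 minutes at room temperature; luminescence read, quantitative HTS format.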
GLP1R ag: agonists of human GLP-1 receptor; HEK293 GLP-1R CRE-luciferase, luminescence, 4-6 h; cells express a hypersensitive GLP-1R form; Potency, µM (top dose mostly 45.6 µM), inactives show at the top dose activation, hits mostly activators; hit rate 0.007% among 380,000; further: potency means the concentration at half of the fitted maximal effect; % of control where 0% means no effect
Target sequence (P43220 whole entry, looked up): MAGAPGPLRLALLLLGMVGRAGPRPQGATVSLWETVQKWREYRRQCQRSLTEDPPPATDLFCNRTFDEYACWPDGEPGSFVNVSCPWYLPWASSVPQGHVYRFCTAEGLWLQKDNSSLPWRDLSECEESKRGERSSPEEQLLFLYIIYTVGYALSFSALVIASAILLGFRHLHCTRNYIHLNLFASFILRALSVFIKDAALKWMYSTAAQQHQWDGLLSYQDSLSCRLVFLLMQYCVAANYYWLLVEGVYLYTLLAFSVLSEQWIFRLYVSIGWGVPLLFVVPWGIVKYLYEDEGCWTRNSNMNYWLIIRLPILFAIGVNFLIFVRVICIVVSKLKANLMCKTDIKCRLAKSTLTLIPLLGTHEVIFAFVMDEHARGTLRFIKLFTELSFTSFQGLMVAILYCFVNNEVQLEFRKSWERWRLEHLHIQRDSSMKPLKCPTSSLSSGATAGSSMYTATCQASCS
KB-V1 cytotox: kills drug-selected multidrug resistant KB-V1 cells; Potency, µM (series often up to 46.1 µM), for the others: at the top dose activity change, negative = cytotoxicity, hits mostly cytotoxic; hit rate 3.4% among 400,000; KB-V1 MDR cells viability, CellTiter-Glo, 72 h; further: potency means the concentration at half of the fitted maximal effect; on the % scale 0 is the no-effect control and ±100 the full control effect; nearly all actives have a fitted effect of over 60% in size
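Following 72 h at 37 degrees C with compound, KB-V1 cell viability was read by CellTiter-Glo luminescence, medium being phenol-red-free DMEM plus 10% FBS; concentration-response parameters came from normalized, curve-fitted qHTS data.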
GLP-1R inv ag: acts as inverse agonist at human GLP-1 receptor; HEK293 GLP-1R CRE-luciferase, luminescence, 24 h; GLP-1R form is constitutively active; P43220; hit rate 1.6% among 410,000; AID 624417; Potency, µM (doses to about 38.3 µM), for the others: at the top dose activity change, negative = inhibition, actives largely listed as inhibitors; further: potency means the concentration at half of the fitted maximal effect; on the % scale 0 is the no-effect control and ±100 the full control effect; nearly all actives have a fitted effect of over 55% in size
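Assay principle: reduced luminescence from a cAMP-responsive reporter in HEK293 cells co-expressing a constitutively active GLP-1R. Conditions: 24 hr compound incubation, 37 deg C, 5% CO2.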
The depositor's hits bear a star; i = inactive; ? = inconclusive; / = not tested or not shown; & = joins results of further samples; [ ] = remark or other dose. Unless noted, the call rests on the fitted dose curve; in most records, active means well fitted curve in the direction sought with a large enough effect; inconclusive means small, poorly fitted or top-dose-only effect, or another doubt; inactive means no such curve, though single readings can be large; an effect the other way counts as inactive or inconclusive. The list is partial. The share of hits here may be higher or lower than overall.

SMILES	PTHR1 ag	aSyn rescue	HEK293 tox	D3 ag	TDP-43 yeast inh	D3 antag	GLP1R ag	KB-V1 cytotox	GLP-1R inv ag
CC/C(=N\Nc1ccccc1)c1c(O)[nH]c(=O)[nH]c1=O	i	6.8%	?	-8.1	16.3%	8.3	1.4%	1.9%	-70.4%
O=C(c1ccccc1)c1ccc(N=Nc2c(O)[nH]c(=O)[nH]c2=O)cc1	-0.5%	-5.1%	1.8%	-8.5	-6.5%	?	4.0%	-0.6%	-5.0%
COC(=O)C1=C(c2cc3ccccc3s2)C[C@@H]2CC[C@H]1N2C(=O)NCc1ccccc1	-19.7%	2.0%	-5.8%	-5.0	?	-23.3	-3.9%	0.0%	?
CNC1(c2ccccc2Cl)CCCCC1=O (configuration not stated)	-26.4%	-8.4%	-2.2%	7.8&2.6&11.6	25.0%	4.2	0.1%&0.3%&2.5%	4.1%	2.3%
OC(Cc1cccc(Br)c1)c1ncc(-c2cccc(C(F)(F)F)c2)[nH]1 (configuration not stated)	-3.2%	0.9%	?	-2.2	2.8%	-19.7	-5.0%	?	?
COc1ccc2c(c1OC)C(=O)O[C@@H]2[C@H]1c2cc3c(cc2CCN1C)OCO3	-20.8%	0.7%	0.1%	1.7	?	-10.3	11.4%	?	5.4%
c1cncc(CNC2CCCC2)c1	i	-0.4%	-6.5%	-5.7	-2.3%	-11.2	4.4%	-3.0%	-6.8%
O=c1[nH]c(=S)n(Cc2ccc(F)cc2)c(O)c1/C=N/N1CCCCCC1	-32.4%[inhibitor]	-6.4%	104.6%[activator]	0.8	0.0%	34.5	0.1%	0.8%	22.6%
COP(=O)(OC)C1(Nc2ccc(C)cc2)CCCCC1	8.7%[57.5 µM]	2.8%	11.3%	-0.4	-2.4%	-1.4	-2.6%	-26.8%	?
Cc1ccc(-c2c(C)n3c4c(=O)n(C)c(=O)n(C)c4nc3n2CCO)cc1	-49.8%[inhibitor]	/	1.8%	45.6*	26.7%	/	/	-8.0%	-26.4%
COc1cc(/C=C/c2nc3ccccc3c(=O)n2-c2cccc(O)c2)ccc1O	i	-8.2%	8.0%	8.4	-2.0%	15.9	29.0%	?	-12.1%
CC(C)(C)NCC(O)c1cc(Cl)c(N)c(Cl)c1 (configuration not stated)	?	-0.8%	-6.5%	-32.4&-7.8	1.7%	?	?	-6.7%	50.0%[activator]
c1cncc(CNCCc2ccc3c(c2)OCO3)c1	i	-0.9%	1.6%	-5.5	8.8%	-13.8	-5.4%	25.2%	13.9%
CCOC(=O)c1ccc(N=C(C)c2c(O)[nH]c(=O)[nH]c2=O)cc1	-5.3%	-2.7%	?	-4.0	-15.3%	-10.3	-1.2%	6.4%	-17.9%
CCOc1cc2c(cc1OCC)-n1cccc1C(c1ccc(OC)cc1)NC2 (configuration not stated)	i	1.0%	-3.5%	-7.5	-9.0%	-16.4	23.9%	-2.0%	?
O=C(c1cc(Br)ccc1Cl)N1CCC2(CC1)OCCO2	i	1.4%	3.4%	-26.4	-9.8%	?	-11.6%	6.4%	0.0%
COc1ccc(Cc2nccc3cc(OC)c(OC)cc23)cc1OC	-63.9%[inhibitor]	7.6%&-0.2%	7.4%	5.2&-10.3	-16.6%	-18.9	?	?	3.3%
O=C(NCc1ccccc1)C(c1ccncc1)n1c(=O)c(-c2cc3ccccc3[nH]2)nc2ccccc21 (configuration not stated)	-7.2%	8.9%	471.1%[activator]	6.9	?	26.2	/	?	?
CCS(=O)(=O)N1CCC(C(=O)N2CCC3(CC2)OCCO3)CC1	-10.0%[57.5 µM]	-9.2%	-11.4%	-11.5	-1.2%	8.2	0.3%	?	0.0%
O=c1c(C=NCCN2CCNCC2)c(O)n(C2CCCCC2)c(=O)n1C1CCCCC1	-3.1%	-3.3%	?	-12.8	-19.3%	-10.6	-0.9%	?	?
COC(=O)C1=C(c2ccc(OC)c(OC)c2)C[C@@H]2CC[C@H]1N2C(=O)NCc1ccc(F)cc1	i	0.5%	0.0%	11.2	22.1%	?	-4.4%	5.7%	12.5%
Cc1c(C(=O)NCc2ccc(Cl)c(Cl)c2)sc(=O)n1Cc1ccc(S(=O)(=O)N(C)C)cc1	-9.6%	5.0%	1.5%	3.1	0.0%	34.2	1.9%	?	?
COc1ccc2nc3cc(Cl)ccc3c(Nc3ccc(O)c(CN4CCN(C)CC4)c3)c2c1	i	-18.2%	33.5%[activator]	-8.9	13.7%	-26.3	-0.2%	?	?
COc1ccc(CCn2c(O)c(C=NCCCN(C)C)c(=O)[nH]c2=O)cc1OC	i	-6.8%	-16.5%	-5.8	16.6%	14.8	-0.5%	25.2%	11.9%
N=C1c2ccccc2CN1NC(=O)c1ccccc1	-21.7%	-6.1%	11.6%	-9.3	-1.6%	1.1	1.1%	-13.5%	14.5%
Cc1cc(N(CCCl)CCCl)ccc1C=Cc1ccncn1	-16.9%	0.5%	204.3%[activator]	19.9	-3.3%	16.6	11.1%	-15.7%	-34.8%
COC(=O)C1=C(c2ccccc2)C[C@@H]2CC[C@H]1N2C(=O)NC1CC1	i	-6.8%	9.5%	24.2	0.2%	-5.2	3.0%	14.8%	-1.0%
Cc1c2ccncc2c(C)c2c1[nH]c1ccccc12	i	-18.9%&-9.9%	-4.3%	-6.5	17.3%	-12.6	-0.3%	9.2µM*	-8.4%
CCCCn1c(O)c(C(C)=Nc2ccc(OCC)cc2)c(=O)[nH]c1=O	-11.1%[57.5 µM]	-5.1%	-15.1%	5.5	-17.0%	3.5	1.2%	?	?
CCN(C(=O)COC(=O)c1cc(C)n(C2CC2)c1C)c1ccccc1	i	15.9%	-17.7%	1.9	17.3%	9.1	-4.2%	2.59µM*	?
Cc1ccc(C)c(S(=O)(=O)c2nnn3c2nc(N2CCN(C)CC2)c2sccc23)c1	6.5%	/	-5.0%	-9.4	-16.6%	/	/	-10.6%	35.3%[activator]
C[C@]12CC[C@H](OC(=O)CCC(=O)O)CC1=CCC1C2CC[C@@]2(C)C1CC[C@@H]2OC(=O)CCC(=O)O (some centres not stated)	-27.2%	?	0.6%	3.6	?	8.2	5.8%	4.8%	19.0%
CCCC12CN3CCN(CC(C3)/C1=N\NC(=O)c1ccncc1)C2	-19.7%	-1.6%	-3.2%	1.3	-26.7%	-9.2	6.1%	1.2%	4.6%
O=C(NN1C(=O)C2C3C=CC(C4CC34)C2C1=O)c1ccccc1Cl (configuration not stated)	-32.5%[inhibitor]	6.7%	-6.2%	-7.9	-4.8%	-2.9	-1.4%	10.6%	-0.3%
CN1CCN(c2ccc([N+](=O)[O-])c(N/N=C3\CN4CCC3CC4)c2)CC1	-18.3%	-0.1%	?	-3.6	7.7%	-15.9	0.9%	-4.3%	?
Nc1ccc(C2(c3ccc(N)cc3)CCCCC2)cc1	-23.3%	7.4%	-3.4%	8.4	0.8%[9.22 µM]	-2.1	8.0%	-11.4%	?
Cc1cc(C)c(S(=O)(=O)N2Cc3ccccc3-n3nncc3C2)c(C)c1	-93.5%[inhibitor]	4.7%	-5.9%	6.1	?	-13.9	-1.3%	?	-28.1%
Cc1ccc2c(C)c3ccc4ccccc4c3c[n+]2c1	-9.8%	?	-4.5%	3.6	2.51µM*	-14.8	-10.5%	1.5%	?
Cc1c2cnn(CC(=O)N3CCC4(CC3)OCCO4)c(=O)c2c(C)n1Cc1ccccc1Cl	-28.4%	-2.8%	-2.7%	1.7	5.3%	5.3	7.5%	-9.0%	0.2%
COc1cc2[nH]c(C(=O)N3CCC4(CC3)OCCO4)cc2c(OC)c1OC	-26.0%	-8.0%	-1.1%	-7.2	-6.9%	-83.8*	4.1%	-3.3%	45.7%
O=C1NC(=O)N(c2ccc3c(c2)OCO3)C(=O)/C1=C/c1ccc(N2CCCCC2)o1	i	-5.2%	-12.9%	0.0	-7.6%	2.1	-12.0%	20.7%	7.2%
COC1=CC=C2[C@H]3Cc4ccc(OC)c5c4[C@@]2(CCN3C)[C@H]1O5	?	-16.9%	-9.0%	-14.6&-19.9&5.7	-29.1%	-65.9*	5.8%[19.8 µM]	-9.4%	?
COC(=O)CN1C(=O)CN=C(c2ccccc2Cl)c2cc(Br)ccc21	i	8.8%	4.0%	-10.5	13.9%	0.2	19.6%	5.3%	-17.9%
O=C(/C=C/c1ccccc1)NCCc1cnc[nH]1	22.6%	2.3%	-4.8%	0.0	-19.9%	0.0	0.2%	0.0%	5.4%
C[C@@]12N[C@@H](Cc3ccccc31)c1ccccc12	i	4.2%&-6.3%	4.8%&6.7%	13.7&0.0	1.2%&8.4%	15.2&-7.3	13.7%&-2.3%	-1.4%&2.2%	8.2%&-3.2%
Cc1cc2nc(Sc3c([N+](=O)[O-])nc(C)n3Cc3ccccc3)[nH]c2cc1C	-46.0%[inhibitor]	-5.5%	?	-1.2	2.1%	-5.2	-8.9%	0.0%	?
Cc1cc(OC(C)C(=O)NCC(O)c2ccccc2)c2c3c(c(=O)oc2c1)CCCC3 (configuration not stated)	i	2.9%	1.5%	-10.9	9.5%	4.6	14.6%	-11.1%	?
C=CCOC(=O)C1=C(C)OC(N)=C(C#N)C12C(=O)N(CN1CCOCC1)c1ccccc12 (configuration not stated)	5.9%	-3.0%	8.2%	-3.4	-5.1%	-2.6	0.9%	15.0%	0.6%
CC(Nc1cc(C)cc(C)c1)=[N+](C)CCNS(=O)(=O)c1ccc(Cl)cc1	-15.7%	0.6%	-14.5%	-0.5	-5.9%	-14.0	2.2%	4.0%	?

Bioassay records from PubChem.
